Screening results: PubChem BioAssay, several laboratories
TLR4-MyD88 BLA – blocks binding of human TLR4 to MyD88; O00206+Q99836; HeLa CL3-4 TLR4/MyD88 BLA complementation, FRET ratio; inhibition, % at 8.4 µM; 200,000 tested, 0.18% active; AID 861; in the data active = inhibition above about 25%;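 note: 0% = vehicle and 100% = reference inhibitor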
Target sequence (O00206 whole entry, looked up): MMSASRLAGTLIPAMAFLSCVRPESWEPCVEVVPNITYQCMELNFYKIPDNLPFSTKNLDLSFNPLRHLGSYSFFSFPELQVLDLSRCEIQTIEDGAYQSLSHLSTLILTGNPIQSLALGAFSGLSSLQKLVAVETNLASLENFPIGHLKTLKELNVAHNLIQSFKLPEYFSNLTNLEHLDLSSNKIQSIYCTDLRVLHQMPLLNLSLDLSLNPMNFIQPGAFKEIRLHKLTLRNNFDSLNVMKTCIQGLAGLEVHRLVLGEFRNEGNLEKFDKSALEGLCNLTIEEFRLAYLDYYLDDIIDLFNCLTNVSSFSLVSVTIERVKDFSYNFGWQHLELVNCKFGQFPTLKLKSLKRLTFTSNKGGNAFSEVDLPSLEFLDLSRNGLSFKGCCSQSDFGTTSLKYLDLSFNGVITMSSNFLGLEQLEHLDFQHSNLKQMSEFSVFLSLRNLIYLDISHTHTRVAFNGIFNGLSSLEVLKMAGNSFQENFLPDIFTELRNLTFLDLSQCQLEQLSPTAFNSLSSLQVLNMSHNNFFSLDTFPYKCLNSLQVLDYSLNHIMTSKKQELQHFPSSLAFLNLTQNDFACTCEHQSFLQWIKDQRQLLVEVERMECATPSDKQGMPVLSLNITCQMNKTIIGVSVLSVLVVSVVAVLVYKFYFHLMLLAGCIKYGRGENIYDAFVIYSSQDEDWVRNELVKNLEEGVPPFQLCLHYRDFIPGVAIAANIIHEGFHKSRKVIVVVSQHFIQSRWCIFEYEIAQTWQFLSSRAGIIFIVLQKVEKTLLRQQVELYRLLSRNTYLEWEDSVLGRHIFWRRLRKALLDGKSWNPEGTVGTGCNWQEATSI
Target sequence (Q99836 whole entry, looked up): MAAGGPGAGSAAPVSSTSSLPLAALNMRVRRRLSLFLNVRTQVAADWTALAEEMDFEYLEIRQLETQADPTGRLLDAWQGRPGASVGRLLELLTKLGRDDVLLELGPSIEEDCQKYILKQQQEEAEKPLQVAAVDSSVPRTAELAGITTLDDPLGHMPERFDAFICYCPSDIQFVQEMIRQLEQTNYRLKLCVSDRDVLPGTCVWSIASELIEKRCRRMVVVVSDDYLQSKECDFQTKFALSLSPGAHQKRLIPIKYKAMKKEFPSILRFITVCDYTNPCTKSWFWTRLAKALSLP
Hsp70 act – transcriptional activators of Hsp70; HeLa Hsp70 promoter luciferase reporter, luminescence; scaled: vehicle 0, proteasome-inhibitor control 100%; activation, % at 10 µM; 200,000 tested, 0.04% active; AID 1203;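 active = activation above the mean across all tested compounds plus 3 SD, cutoff set per campaign, cut at about 5.5% in these data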;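 note: 100% = MG132 at 30 µM as the positive control and 0% = DMSO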
PMI act hi M6P – increases human PMI activity with near-saturating mannose 6-phosphate; P34949; coupled PMI enzyme assay, resazurin fluorescence, 20 min; hits give high values; 1 = untreated enzyme, 0 = substrate-free blank; activation factor at 20 µM; 190,000 tested, 0.34% active; AID 1216;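 active = activation factor of 2 or more at 20 µM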
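Technique: Diaphorase-driven resazurin-to-resorufin fluorescence, excitation 544, emission 590 nm | Assay system: Human PMI in coupled enzyme assay | Times: Enzyme reaction with compound 20 min at room temperature | Medium: HEPES-buffered pH 7.4 with magnesium and detergent | Reagent: Mannose-6-phosphate 1.0 mM (near-saturating) plus 0.22 mM NADP+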
L major viab – Leishmania major promastigote growth inhibition | Leishmania major promastigotes, resazurin fluorescence viability | inhibition, % at 10 µM | 200,000 tested, 9% active | AID 1063;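 note: promastigotes grown with compound for 44 hours at 28 °C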
S1P3 antagonist – blocks the human S1P3 receptor | Q99500 | CHO S1P3 NFAT-BLA reporter, FRET fluorescence, antagonist mode | inhibition, % at 4.98 µM | 170,000 tested, 0.27% active | AID 485;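 active = inhibition above the plate cutoff, the mean inhibition of test wells on that plate plus 3 SD, cut at about 28% in these data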;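 note: cells challenged with S1P at its EC80 of 0.8 µM; blue over green emission ratio from cleaved BLA substrate after 4 h stimulation; 0% = S1P-stimulated wells and 100% = unstimulated DMSO-only wells; some compounds past the cut are filed as inactive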
Diaph inh CS – counter-screen for diaphorase-based assays: diaphorase inhibitors and chemical oxidizers; diaphorase resazurin-to-resorufin fluorescence, NADH, 16 min; bacterial (C. kluyveri) enzyme, not human; inhibition, % at 20 µM; 190,000 tested, 0.69% active;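 active = primary screen inhibition at 20 µM above a set limit, cut at about 50% in these data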;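 note: plate controls were DMSO with full reaction for no effect and wells lacking NADH for full effect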
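controls = No-NADH positive control and DMSO neutral control | system = Clostridium kluyveri diaphorase enzyme | timing = reaction incubation of 16 min at room temperature | signal = resorufin fluorescence 544/590 nm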
PMI act – activators of human phosphomannose isomerase | P34949 | purified human PMI, coupled resazurin fluorescence, 20 min; hits give high values; 1 = vehicle control, 0 substrate-free wells | activation factor at 20 µM | 190,000 tested, 0.005% active | AID 1214;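 active = activation factor of 2 or more at 20 µM, relative to plate controls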
Redox H2O2 prof – compounds producing H2O2 with reducing agent – biochemical, NIH compound library profiling, artefact control for MLSCN library redox annotation, primary screen | DTT-dependent redox cycling H2O2, phenol red/HRP absorbance; 100% = 100 µM peroxide control, 0% = buffer | activation, % at 10 µM | 200,000 tested, 0.03% active;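 active = activation of at least 50% relative to the plate's high and low controls in the primary single-dose screen; inactive = activation below 50%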;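 note: compound incubated with DTT at 0.8 mM final as the reducing agent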
Diaph act CS – diaphorase activation or chemical reduction counter-screen; 190,000 tested, 0.005% active; AID 1229; Diaphorase/resazurin coupled assay, resorufin fluorescence, 16 min; hits give high values; 1 = vehicle wells, 0 = NADH-free wells; activation factor at 20 µM;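 active = diaphorase activity raised at least twofold by the compound at 20 µM; inactive = activation factor below 2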
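Assay system: bacterial diaphorase enzyme (C. kluyveri) / Input: enzyme 0.07 U/mL final / Medium: 50 mM HEPES pH 7.4 with 4.542 mM MgCl2, 0.005% Tween 20 / Doses: single compound dose of 20 µM, 1% DMSO final / Incubation: 16 min enzyme reaction, ambient temperature / Signal: fluorescence, excitation 544 nm and emission 590 nm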
RAM inhibit – yeast RAM network inhibition; S. cerevisiae dse1pr::URA3 reporter, 5-FOA growth OD615, 2 d; analog-sensitive cbk1-as2 kinase mutant strain; inhibition, % at 50 µM; 190,000 tested, 1.8% active; AID 868;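 active = inhibition above a set limit, 3 SD over mean compound inhibition, cut at about 8.4% in these data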;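 note: 0% = DMSO-only wells with no growth and 100% = 10 µM 1-NA-PP1 full growth; inhibition rescues growth on 5-FOA so higher OD means more RAM inhibition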
G6PDH CS – inhibits Leuconostoc G6PDH, flagging false hits in G6PDH-based assays; Purified L. mesenteroides G6PDH, diaphorase/resazurin coupled fluorescence, 45 min; inhibition, % at 5 µM; 200,000 tested, 0.12% active
An asterisk follows results filed as active; . = not tested or not shown. Cut-off read from the data, not from the text of the source, unless noted: active = inhibition above about 50%; inactive = the rest.

SMILES	TLR4-MyD88 BLA	Hsp70 act	PMI act hi M6P	L major viab	S1P3 antagonist	Diaph inh CS	PMI act	Redox H2O2 prof	Diaph act CS	RAM inhibit	G6PDH CS
COc1ccc(NC(=O)c2c(F)cccc2F)cc1S(=O)(=O)Nc1ccc(Br)cc1	0	0.1	0.8	52*	-3	22	0.8	-0.4	0.8	1.0	14
O=C(C1=C[C@H](c2coc3ccccc3c2=O)C[C@H](OCCCCO)O1)N1CCN(Cc2ccccc2)CC1	-10	-0.2	0.9	-7	-13	40	0.9	0.1	0.6	0.6	10
Clc1ccc(C(c2nnnn2C2CCCC2)N2CCSCC2)cc1 (stereo unspecified)	-15	-0.5	1	20	6	24	1	-1.2	0.8	-0.7	-1
O=C(O)C1CCC(Cn2c(SCc3cc(=O)n4cc(Br)ccc4n3)nc3ccsc3c2=O)CC1 (stereo unspecified)	19	-0.1	0.9	-5	10	20	1	-1.6	0.8	5.5	-2
O=C(NC1CCCC1)C(c1ccc(Cl)cc1)N1CCc2ccccc21 (stereo unspecified)	-6	-0.3	1	7	.	16	1	-0.5	0.8	2.9	-1
Cc1ccc(-c2nc3ccccc3[nH]2)cc1NC(=S)NC(=O)c1ccccc1Br	5	-0.3	0.9	15	.	25	0.9	2.1	0.8	3.5	5
COc1cc(C2C(C(=O)Nc3ccccc3OC)=C(C)Nc3ncnn32)ccc1O (stereo unspecified)	-5	-0.2	0.8	-4	-23	8	1	-0.6	0.9	-0.3	12
O=P(O)(CCCCP(=O)(O)CCc1ccccc1)CCc1ccccc1	.	.	1.1	.	-20	-4	1	.	1	.	-1
COc1ccc(N(C(=O)CCl)C(C)(C(=O)Nc2c(C)cccc2C)c2ccccn2)cc1 (stereo unspecified)	12	-0.2	1.1	6	-6	7	1.2	0.1	0.9	0.1	-7
Cc1ccsc1C1NC(=O)c2c(sc3c2CCN(C)C3)N1 (stereo unspecified)	-13	-0.3	0.7	88*	4	12	0.9	-1.0	0.9	-0.7	3
O=S(=O)(Cc1cc(Sc2ccc(Cl)cc2)nc(-c2ccccc2)n1)c1ccccc1	-2	-0.2	0.9	2	.	20	0.9	0.7	0.8	1.4	4
COc1ccc(OC)c(NC(=O)c2cnc3n(c2=O)CCS3)c1	0	-0.2	0.8	15	-13	20	0.9	-1.1	0.8	1.8	2
COc1ccc(C(=O)NCc2cccs2)cc1S(=O)(=O)N1CCOCC1	-8	0.1	0.9	-4	-15	16	0.9	0.1	0.8	2.9	13
CCOc1ccc(-n2c(SCC(=O)Nc3ccc4c(c3)OCO4)nc3c(c2=O)SCC3)cc1	.	.	1.1	.	-17	16	0.9	.	0.8	.	-24
O=C(CN1C2CCC1CC(NC(=O)C1CC1)C2)NCc1ccccc1 (stereo unspecified)	-7	-0.2	1	17	-12	14	1	-2.1	0.9	0.5	0
Cc1cc(C)n2cc(CSCC(=O)O)nc2n1	-2	-0.1	1	0	6	12	1	0.3	0.9	0.2	8
CCSc1nc2nn(-c3ccccc3)c(=O)c-2c2n1CCCCC2	-8	0.5	0.9	9	.	19	0.8	0.1	0.8	2.5	15
COc1ccc(/C=C(\C#N)C(=O)NCCc2ccccc2)cc1OCc1ccccc1	-6	-0.4	1	96*	-3	-2	1	-0.3	1	18*	14
CCc1ccccc1NC(=O)Cc1ccc(-n2cccc2)cc1	7	-0.2	1	6	1	0	1	-0.1	1	0.0	-1
Cn1nc(C(=O)Nc2nnc(C3CC3)s2)c2ccccc2c1=O	1	0.3	1.1	6	-5	-4	1.2	0.6	1	6.4	-3
Cc1cc(C)c(NS(=O)(=O)c2ccc(NC(=O)c3cccs3)cc2)c(C)c1	2	-0.2	1.1	2	6	0	1.1	0.1	1	2.4	10
O=C(Nc1ccc(Cl)cc1)Nc1cnccn1	4	-0.1	1	-7	-3	8	1	-0.4	0.9	-0.4	8
CCNS(=O)(=O)c1ccc(CCC(=O)Nc2cc(Cl)ccc2Oc2ccccc2)cc1	1	-0.2	0.8	16	.	28	0.8	-4.1	0.7	11*	1
O=C(NCC1CCCN(C(=O)c2cscn2)C1)c1ccccc1Cl (stereo unspecified)	-8	0.0	1	-4	-2	2	1	0.8	1	0.5	7
CCOC(=O)Cn1c(S(=O)(=O)Cc2ccccc2Cl)nc(-c2ccccc2)c1-c1ccccc1	-3	-0.1	0.8	39	.	10	0.9	-0.3	0.9	3.7	-14

4 structures already listed, arranged by length of the SMILES, falling:
SMILES	TLR4-MyD88 BLA	Hsp70 act	PMI act hi M6P	L major viab	S1P3 antagonist	Diaph inh CS	PMI act	Redox H2O2 prof	Diaph act CS	RAM inhibit	G6PDH CS
CCOC(=O)Cn1c(S(=O)(=O)Cc2ccccc2Cl)nc(-c2ccccc2)c1-c1ccccc1	-3	-0.1	0.8	39	.	10	0.9	-0.3	0.9	3.7	-14
Cc1ccc(-c2nc3ccccc3[nH]2)cc1NC(=S)NC(=O)c1ccccc1Br	5	-0.3	0.9	15	.	25	0.9	2.1	0.8	3.5	5
O=C(CN1C2CCC1CC(NC(=O)C1CC1)C2)NCc1ccccc1 (stereo unspecified)	-7	-0.2	1	17	-12	14	1	-2.1	0.9	0.5	0
Cc1ccsc1C1NC(=O)c2c(sc3c2CCN(C)C3)N1 (stereo unspecified)	-13	-0.3	0.7	88*	4	12	0.9	-1.0	0.9	-0.7	3

For convenience, part of the list above:
SMILES	TLR4-MyD88 BLA	Hsp70 act	PMI act hi M6P	L major viab	S1P3 antagonist	Diaph inh CS	PMI act	Redox H2O2 prof	Diaph act CS	RAM inhibit	G6PDH CS
O=C(NCC1CCCN(C(=O)c2cscn2)C1)c1ccccc1Cl (stereo unspecified)	-8	0.0	1	-4	-2	2	1	0.8	1	0.5	7
CCOC(=O)Cn1c(S(=O)(=O)Cc2ccccc2Cl)nc(-c2ccccc2)c1-c1ccccc1	-3	-0.1	0.8	39	.	10	0.9	-0.3	0.9	3.7	-14

More structures follow:
SMILES	TLR4-MyD88 BLA	Hsp70 act	PMI act hi M6P	L major viab	S1P3 antagonist	Diaph inh CS	PMI act	Redox H2O2 prof	Diaph act CS	RAM inhibit	G6PDH CS
CC(C)(C)C(=O)[C@@H]1[C@@H]2C(=O)N(C3CCCCC3)C(=O)[C@@H]2[C@H]2c3ccccc3C=CN12	-1	0.7	1.8	23	.	1	1.5	0.4	1	.	20
O=C(CSc1nnc(NC(=O)c2ccco2)s1)NC1CCCCC1	-11	-0.4	1	-4	-44	4	1	2.1	1	0.7	3
COc1ccc(CNC(=O)CN(C(=O)c2cc3sccc3n2C)C2CCCC2)cc1	4	0.0	1	-5	19	5	1	-1.9	0.9	1.8	5
COc1ccc(OC)c(NC(=O)CSc2nnc(CNC(=O)c3ccco3)o2)c1	0	-0.4	0.9	0	.	16	0.8	-0.1	0.8	1.6	9
CCCS(=O)(=O)C(=C(Nc1ccccc1)Nc1ccccc1)S(=O)(=O)CCC	-13	0.4	1	10	.	2	1	0.2	1	2.4	-2
CN(C)S(=O)(=O)c1cccc(C(=O)c2nccn2C)c1	1	-0.3	1.1	-11	-9	-15	1.2	0.1	1.2	3.2	7
CCOc1ccc(C(=O)NC(=S)Nc2ccccc2N2CCOCC2)cc1Br	-4	0.2	0.9	16	-9	12	0.9	-0.5	0.9	4.5	2
Cc1cccc(N2CCN(C(=O)Cc3ccc(-n4c(=O)[nH]c5ccsc5c4=O)cc3)CC2C)c1 (stereo unspecified)	8	-0.1	0.9	56*	-14	17	0.8	0.1	0.8	1.4	10
N=c1n(CC(=O)c2cccc([N+](=O)[O-])c2)c2ccccc2n1Cc1ccccc1	18	-0.5	1.1	63*	-7	3	1.1	0.2	1	1.8	1
C=CCn1c(SCC(=O)NCc2ccccc2)nnc1-c1cc(Br)ccc1O	-2	-0.2	1	-5	.	17	1	-0.6	0.8	-0.1	11
CCC(C)(C)NC(=O)Cc1ccc(Cl)cc1	3	-0.1	1.1	3	-33	-15	1.1	-1.8	1.2	-0.1	10
O=C(Nc1ncc(Cc2cccc(Cl)c2)s1)C1=NCCN1	8	-0.2	0.9	21	.	7	1	-8.1	0.9	0.7	1
Cc1cc(C)c(C)c(S(=O)(=O)N2CCC(C(=O)Nc3ccccc3N3CCOCC3)CC2)c1C	-2	-0.3	0.9	0	2	15	0.9	0.1	0.8	5.0	-2
CC(C)(C)c1ccc(C(=O)NCC(=O)OCC(=O)Nc2nc(-c3ccc(F)cc3)cs2)cc1	-1	0.1	1	2	-2	-4	1	-1.7	1	1.1	2
Cc1ccc2nc(NC(=O)c3ccc4c(c3)OCO4)sc2c1	15	-0.1	1	8	.	10	1	14	0.9	1.9	5
CC(=O)c1c(C)[nH]c(C(=O)OCCOc2ccccc2)c1C	7	-0.2	0.9	-6	-3	5	0.9	0.0	0.9	7.8	9
COC(=O)c1ccc(-c2nc3ccccc3o2)cc1	.	.	1	.	-3	4	1	.	1	.	3
COc1ccc(Nc2nc(Nc3ccc(OC)cc3)nc(-n3[nH]c(=O)c(C)c3C)n2)cc1	9	0.5	1.4	100*	.	-8	1.4	-0.4	1.1	3.1	11
COc1ccc(F)cc1S(=O)(=O)N1CCC(C(N)=O)CC1	-1	0.0	0.9	-4	22	14	0.9	-2.7	0.9	0.8	8
CCCC1CCC(=NNC(=O)CNc2ccc(OC)cc2)CC1 (stereo unspecified)	1	-0.4	0.9	-5	9	13	0.9	-0.2	0.9	1.8	12
CCOc1ccc(-c2nc(C#N)c(N3CCN(CC)CC3)o2)cc1	4	-0.1	1.1	11	.	4	1	-0.4	1	0.0	0
CCCc1cc(C(=O)N2CCN(c3ccccc3C)CC2)cs1	3	0.0	0.9	-3	-19	9	0.9	0.5	0.9	0.7	0
Clc1ncnc2scc(C3COc4ccccc4O3)c12 (stereo unspecified)	19	-0.1	1.1	71*	.	0	1.1	1.2	1	0.4	4
CCOC(=O)Cc1csc(SCC(=O)c2c(N)n(CC(C)C)c(=O)n(C)c2=O)n1	-5	-0.1	1	1	12	18	1	3.8	0.8	5.5	-3
O=C(NC(=S)Nc1cccc(NC(=O)c2ccc(Cl)cc2Cl)c1)c1cccs1	1	-0.3	1.1	37	-8	13	1	0.4	0.9	2.3	-25
O=C(CN1C(=O)c2ccccc2S1(=O)=O)N1CCc2ccccc2C1	-6	-0.3	0.9	-4	-21	14	0.9	-4.2	0.9	-0.8	-13
